Compound activity (PubChem)
DT40 TDP1 CPT = DT40-hTDP1 cell growth loss with CPT | chicken DT40 Tdp1-/-;hTDP1 cells + 20 nM CPT, ATP luminescence, 48 h | Potency, µM (doses to about 46.2 µM), without a hit: at the top dose activity change, negative = growth inhibition, actives largely listed as inhibitors | 12% of 420,000 active; further: nearly all actives have a fitted effect of over 55% in size
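Chicken DT40 Tdp1-/- cells complemented with human TDP1, 400 cells/well, exposed to compounds plus 20 nM camptothecin for at least 48 h at 37 C; viability read as ATP content by CellTiter-Glo luminescence.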
DT40 TDP1 no CPT = qHTS for Inhibitors of human tyrosyl-DNA phosphodiesterase 1 (TDP1): qHTS in cells in absence of CPT. AID 686978, 2013. 15% of 420,000 active. Potency, µM (series often up to 46.2 µM), without a hit: at the highest dose activity change, negative = growth inhibition, actives largely listed as inhibitors. DT40 Tdp1-/- hTDP1 cells, no CPT, ATP luminescence, 48 h; further: nearly all actives have a fitted effect of over 55% in size
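Stably hTDP1-transfected Tdp1-null chicken DT40 cells were treated with library compounds minus camptothecin and grown for at least 48 hr at 37 °C, after which cellular ATP was quantified by luminescence.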
GCN5L2 inh = blocks human GCN5L2 histone acetyltransferase; GCN5L2 HAT assay, ThioGlo1 CoA-SH fluorescence; Potency, µM (highest dose often 58.9 µM), inactives show at the top dose activity change, negative = inhibition, most hits filed as inhibitors; 0.21% of 390,000 active; AID 504327
Target sequence (Q92830 whole entry, looked up): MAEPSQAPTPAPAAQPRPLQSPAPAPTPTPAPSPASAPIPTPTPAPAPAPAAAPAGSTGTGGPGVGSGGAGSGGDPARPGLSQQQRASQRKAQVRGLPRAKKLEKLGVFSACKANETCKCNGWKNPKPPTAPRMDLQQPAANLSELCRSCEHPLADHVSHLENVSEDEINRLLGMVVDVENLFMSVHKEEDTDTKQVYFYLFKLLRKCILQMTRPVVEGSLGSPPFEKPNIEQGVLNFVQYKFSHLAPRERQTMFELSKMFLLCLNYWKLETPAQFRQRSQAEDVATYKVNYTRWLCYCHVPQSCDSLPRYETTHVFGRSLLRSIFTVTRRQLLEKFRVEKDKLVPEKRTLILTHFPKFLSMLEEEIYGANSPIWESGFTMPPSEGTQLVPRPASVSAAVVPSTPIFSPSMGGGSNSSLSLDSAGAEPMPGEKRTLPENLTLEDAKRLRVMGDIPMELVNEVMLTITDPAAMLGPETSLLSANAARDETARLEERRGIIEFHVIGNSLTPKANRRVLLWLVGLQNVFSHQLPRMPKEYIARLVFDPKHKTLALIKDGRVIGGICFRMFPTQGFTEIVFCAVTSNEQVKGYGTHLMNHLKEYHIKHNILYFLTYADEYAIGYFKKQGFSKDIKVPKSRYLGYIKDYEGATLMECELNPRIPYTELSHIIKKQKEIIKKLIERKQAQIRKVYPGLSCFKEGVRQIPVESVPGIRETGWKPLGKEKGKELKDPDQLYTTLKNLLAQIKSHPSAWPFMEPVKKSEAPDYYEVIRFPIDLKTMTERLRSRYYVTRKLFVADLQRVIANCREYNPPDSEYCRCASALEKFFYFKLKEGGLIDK
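ThioGlo1-coupled HAT assay: 20nM GCN5L2, 70uM acetyl-CoA, 75uM H3(1-25) peptide, pH 7.5. Fluorescence read at 340/540nm at start and after 20 min at room temperature.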
An asterisk follows results filed as active; ? = inconclusive; . = no result given; & = joins results of further samples; [ ] = another dose, or the depositor's remark. The call rests on the fitted dose curve; in most records, active means well fitted curve in the direction sought with a large enough effect; inconclusive means small, poorly fitted or top-dose-only effect, or another doubt; inactive means no such curve, though single readings can be large; an effect the other way counts as inactive or inconclusive. On the % scale 0 is the no-effect control and ±100 the full control effect; potency means the concentration at half of the fitted maximal effect.

Values in the order: DT40 TDP1 CPT	DT40 TDP1 no CPT	GCN5L2 inh
CCCCN(C)C(=O)c1cn(C)c2ccc(S(=O)(=O)N3CCC(C)CC3)cc2c1=O
 : 1.9%&-20.4%	12.7%&-19.4%	-12.8%&-9.3%
CCCN=C1N(CC)C[C@@H]2[C@@H]3C(=O)N(C)C(=O)[C@@H]3[C@](Cc3ccccc3)(C(=O)OC)N12
 : -13.3%	-1.7%	-1.9%
Cc1ccc(CNC(=O)c2cccn2-c2nnc(N3CCCCC3)s2)cc1
 : 20.6µM*	23.1µM*	-2.4%
Cc1ccc(-n2cc(C(=O)Oc3cccc(C)c3)c3ccccc3c2=O)cc1
 : -4.3%	-1.0%	-4.3%
Cc1ccc(C)c(N2CCN(C(=O)c3cc(S(=O)(=O)N4CCCCC4)cn3C)CC2)c1
 : 20.6µM*	18.4µM*	-6.3%
N#CCCn1[nH]c(-c2ccccc2)cc1=O
 : 4.1%	1.4%	-0.9%
Cc1ccc(C(=O)Cn2nnc3ccccc32)cc1C
 : 0.8%	-17.1%	-7.0%
O=C1N/C(=N/N=C/c2ccccc2O)SC1Cc1ccc(F)cc1 (centres undefined)
 : 0.184µM*	0.0291µM*	-5.9%
CCc1ccc(C2=C(C)C(N3CCC(C(=O)NCc4ccccc4)CC3)=NS2(=O)=O)cc1
 : 3.7%	-23.5%	-21.0%
COc1cccc(C2=CC(=O)CC(C)(C)C2)c1
 : ?	?	-8.4%
COc1cc([N+](=O)[O-])ccc1NC(=O)N1CCN(c2cc(-c3noc(C)n3)ccc2C)CC1
 : -23.2%	?	-7.1%
O=C1/C(=C/c2cccnc2)SC(=S)N1N1CCOCC1
 : ?	-26.8%	-8.4%
O=C(C1CCCN1C(=O)c1cccs1)N1CCN(S(=O)(=O)c2ccc(F)cc2)CC1 (centres undefined)
 : -13.8%	-5.4%	-3.8%
Cn1c(=O)c2c(nc3n2CC(CO)O3)n(C)c1=O (centres undefined)
 : 5.2%	1.2%	-4.2%
CCOC(=O)C1=C(C)Nc2ccccc2N/C1=N\S(=O)(=O)c1cc(C(=O)O)ccc1Cl
 : -4.8%	12.7%	-16.0%
Cc1nnc(NS(=O)(=O)c2ccc(F)cc2)s1
 : -5.3%	-6.3%	.
Cc1occc1-c1nnc(SCC(=O)N2c3ccccc3CCc3ccccc32)n1C
 : -16.1%	-6.9%	-2.9%
COc1ccc(S(=O)(=O)N(C)C)cc1NC(=O)COC(=O)c1nn(C)c(=O)c2ccccc12
 : 0.3%	1.2%	-0.7%
COc1ccccc1/C=C/C(=O)NCCc1ccccn1
 : 1.1%	-3.6%	-3.5%
COc1ccccc1N(CC(=O)Nc1ccccc1C(=O)N1CCOCC1)S(C)(=O)=O
 : 4.6%	13.7%	1.8%

Next part
Values in the order: DT40 TDP1 CPT	DT40 TDP1 no CPT	GCN5L2 inh
COc1cccc(CNC(=O)c2nnn(CC(=O)Nc3c(C)cccc3C)c2N)c1
 : -6.2%	26.6%	-1.2%
NS(=O)(=O)OCCCCCc1ccccc1
 : 1.9%	-21.2%	-4.6%
O=[N+]([O-])c1c(C(Cl)Cl)nn(-c2ccc(Cl)cc2)c1N1CCCCC1
 : ?	16.4µM*	-6.3%
O=C(Nc1cccc(Br)c1)c1ccc(Cl)c(S(=O)(=O)N2CCOCC2)c1
 : 14.6µM*	18.4µM*	-13.0%
COc1ccccc1C(=O)N1CCc2ccccc21
 : 0.2%	-6.3%	2.3%
O=C(CSc1cccc[n+]1[O-])c1cc(Cl)ccc1Cl
 : 0.0103µM*	0.291µM*	-1.7%
O=C(Nc1ccc(Cl)cc1F)c1ccccc1Br
 : -19.1%	-24.0%	1.4%
Cc1cc(C)c(OCCN(C)C)c(Cl)c1
 : -1.8%	6.3%	0.9%
O=C(Nc1ccc(N2CCCC2)c(Cl)c1)c1cccs1
 : -28.7%	-24.8%	-3.3%
N/C(=N\OC(=O)CCCc1ccccc1)c1ccc(Br)cc1
 : -16.9%	-19.1%	-15.1%
COc1ccc(C)cc1NC(=O)c1sc2ncnc(N3CCN(c4ccccn4)CC3)c2c1C
 : 16.4µM*	18.4µM*	-4.4%
COc1ccc(/C(C)=N/N2CCCCC2)c(O)c1
 : -1.2%	-4.9%	0.4%
O=C(Cc1noc2ccccc12)NNC(=S)Nc1ccc(Cl)cc1
 : 13.9%	-2.1%	-5.2%
O=c1ccncn1C1OC(CO)C(O)C1O (centres undefined)
 : -4.2%	9.8%	.
COc1ccc(C)cc1NS(=O)(=O)c1ccc(Cl)nc1
 : -19.1%	12.5%	-5.0%
Cc1cccc(N(CC(=O)NCCSCc2ccco2)S(=O)(=O)c2ccccc2)c1
 : ?	-29.8%	-3.4%
COCC(=O)Nc1ccc(N(C)C)cc1
 : -0.4%	-10.8%	-28.2%
COc1ccc([C@H]2C[C@@H](n3cc(COC(=O)c4ccccc4)nn3)[C@H](O)CN2C(=O)c2cccs2)cc1
 : ?	?	.
CC1CN(S(=O)(=O)c2ccc(NC(=O)CCCN3C(=O)c4ccccc4C3=O)cc2)CC(C)O1 (centres undefined)
 : ?	-8.7%	-1.9%
COc1ccc(CCNC(=O)CN(c2cc([N+](=O)[O-])ccc2OC)S(C)(=O)=O)cc1OC
 : 16.6%	-7.7%	-6.6%

Quoted from the listing, two compounds:
Values in the order: DT40 TDP1 CPT	DT40 TDP1 no CPT	GCN5L2 inh
CC1CN(S(=O)(=O)c2ccc(NC(=O)CCCN3C(=O)c4ccccc4C3=O)cc2)CC(C)O1 (centres undefined)
 : ?	-8.7%	-1.9%
COc1ccc(CCNC(=O)CN(c2cc([N+](=O)[O-])ccc2OC)S(C)(=O)=O)cc1OC
 : 16.6%	-7.7%	-6.6%

Continued:
Values in the order: DT40 TDP1 CPT	DT40 TDP1 no CPT	GCN5L2 inh
Fc1ccc(-c2noc3ncnc(N4CCCCC4)c23)cc1
 : 18.4µM*	23.1µM*	-12.5%
O=C(O)c1cccc(Nc2ncnc3sccc23)c1
 : 0.3%	-25.9%	13.0%
CC(C)(C)c1ccc2c(c1)OC(C(=O)N/N=C\c1ccccn1)CO2 (centres undefined)
 : ?	?	-6.4%
CC(C)(C)n1nnnc1C(c1cc2ccccc2o1)N1CCN(C(=O)OCc2ccccc2)CC1 (centres undefined)
 : ?	18.4µM*	.
Cc1ccc(-c2cc(C(=O)Nc3c(C)n(C)n(-c4ccccc4)c3=O)c3ccccc3n2)cc1
 : ?	?	-2.4%
CCS(=O)(=O)c1nc(S(=O)(=O)c2ccc(Cl)cc2)c(NCc2ccc(Cl)cc2)s1
 : ?	?	-4.2%
COc1ccc(CNC(=O)C2CC(c3cccc([N+](=O)[O-])c3)=NO2)cc1 (centres undefined)
 : -10.4%	-0.5%	3.5%
Nc1nonc1-c1noc(-c2ccccc2)n1
 : 2.7%	0.8%	-0.2%
OC[C@H]1O[C@@H](c2nc(-c3ccc4c(c3)CCO4)no2)[C@H](O)[C@@H](O)[C@H]1O
 : -6.3%	-0.9%	.
O=C(c1cccc(Br)c1)N1CCN(C(=O)c2cccc(Br)c2)CC1
 : -20.5%	?	-5.1%
COc1ccc(CCC(=O)OC(C)C(=O)c2ccc(C)cc2)cc1 (centres undefined)
 : 4.0%	-11.9%	-1.5%
CN(Cc1ccccc1)Cc1ccccc1
 : 19.3%	-13.8%	-3.2%
O=C1c2ccccc2C(=O)N1CCOc1ccccc1
 : 0.2%	-12.1%	.
CC(C)(C)N1CC(COc2ccccc2)OC1=O (centres undefined)
 : -10.1%	-17.7%	-4.6%
Cc1ccc(/C=N/Nc2ncnc3nc[nH]c23)cc1
 : -17.7%	-23.4%	5.0%
CC(c1ccccc1)n1cc(C(=O)NCc2ccncc2)nn1 (centres undefined)
 : 20.1%	0.5%	-0.4%
Cc1ccc(-n2c(=O)c3ccc(C(=O)NCc4ccccc4Cl)cc3n(Cc3ccccc3F)c2=O)cc1
 : -6.7%	2.9%	-6.3%
Cc1ccc2nc(CSc3nnc(-c4ccncc4)n3C)cc(=O)n2c1
 : 2.7%	-11.1%	-3.3%
COc1cc(C(=O)c2ccccc2)c(OC)cc1C(=O)Nc1ccc(O)cc1
 : 3.3%	-10.5%	32.6%[activator]
O=C(c1cc(-c2ccc(F)cc2)no1)N1CCN(Cc2ccc3c(c2)OCO3)CC1
 : ?	16.4µM*	-4.2%

Continued:
Values in the order: DT40 TDP1 CPT	DT40 TDP1 no CPT	GCN5L2 inh
Cc1cccc(N2CCN(CC(=O)N(C)Cc3ccccc3)CC2C)c1 (centres undefined)
 : ?	-12.9%	-19.9%
O=C(Nc1ccc(S(=O)(=O)Nc2ncccn2)cc1)c1ccc(Br)cc1
 : 4.3%	6.3%	.
NCCC(=O)O
 : 1.1%&-0.1%	-23.7%&0.0%	1.2%
Nc1cc2c(cc1Br)-c1c(C(=O)O)cccc1C2O (centres undefined)
 : -16.8%	-22.5%	.
CCOc1ccc(C2C(C#N)=C(N)Oc3nc[nH]c(=O)c32)cc1OC (centres undefined)
 : -6.1%	-12.8%	1.8%
CCC(NC(=O)NC1CCCCC1)c1ccccc1 (centres undefined)
 : -0.8%	-0.7%	-18.2%
CCn1cc(CNC(=O)c2cccc([N+](=O)[O-])c2)cn1
 : 7.0%	12.7%	-2.3%
Cc1cccc(NC(=O)C(C)Sc2ncnc3sccc23)c1 (centres undefined)
 : 18.4µM*	14.6µM*	.
Cn1c(N2CCOCC2)c(/C=N/OC(=O)c2cccnc2Cl)c2ccccc21
 : ?	?	-0.6%
CCOC(=O)N1CCN(C(=O)Nc2cccc(Cl)c2)CC1
 : -20.7%	-17.4%	-4.7%
O=C(COC(=O)COc1ccc(Cl)cc1)NCc1ccc2c(c1)OCO2
 : 1.2%	-9.4%	-2.7%
Cc1nc2ccc(C(=O)OCc3nnc(-c4ccccc4)o3)cc2nc1C
 : -13.3%	0.7%	-19.7%
O=C(CCn1c(=O)oc2ccccc21)NCCCN1CCCC1=O
 : 7.7%	-3.2%	2.8%
O=C(O)c1cc(N2C(=O)C3CCCCC3C2=O)ccc1NCc1cccnc1 (centres undefined)
 : -4.6%	-28.5%	-0.4%
CN1CCCN(C(=O)c2cc(-c3cccc4ccccc34)nc3ccccc23)CC1
 : 16.4µM*	20.6µM*	-4.3%
C=CCSc1nnc(NC(=O)CSCc2c(C)noc2C)s1
 : 2.2%	-17.0%	-12.3%
CCCCn1cnc2c(SCc3ccc([N+](=O)[O-])cc3)nc(N)nc21
 : 14.6µM*	?	.
Cc1nc(Cl)c(C(=O)NC(C)(C)C)c(C)c1Cl
 : 0.3%	-0.2%	-3.0%
OCC[C@@H]1C[C@@H](O)[C@H](O)[C@]2(CCCO2)O1
 : -27.4%	9.7%	.
O=C(N[C@H](CO)c1ccccc1)[C@H]1O[C@@H](n2ccc(=O)[nH]c2=O)[C@H](O)[C@@H]1O
 : -8.1%	2.9%	.

The list continues.
Values in the order: DT40 TDP1 CPT	DT40 TDP1 no CPT	GCN5L2 inh
COc1ccc(OC)c(Nc2nc(N(C)c3ccccc3)nc(N)c2[N+](=O)[O-])c1
 : ?	?	-12.9%
CCN1CCN(C(=O)C(=O)c2cn(CC(=O)N3CCCCCC3)c3ccccc23)CC1
 : -18.5%	3.7%	-7.1%
Cc1ccc(/C=N/NC(=O)c2ccc(Cn3cc([N+](=O)[O-])cn3)o2)cc1
 : -13.0%	-7.0%	3.8%
Cc1[nH]c2ccccc2c1/C=N/NC(=O)c1cc(C(C)C)[nH]n1
 : -16.4%	?	-14.7%
CCC(=O)N(Cc1ccco1)Cc1cc2cc3c(cc2[nH]c1=O)OCO3
 : -6.7%	-24.2%	2.2%
Cc1ccc(NC(=S)c2ccncc2)cc1
 : -21.3%	?	-9.7%
C=CCC1(C)C(=O)N(c2ccccc2)c2ccccc21 (centres undefined)
 : -0.3%	-4.4%	4.8%
COc1ccc(C)cc1NC(=O)CN1C(=O)COc2ccc(C)cc21
 : 0.1%	0.1%	1.9%
CCC(CC)c1nnc(NC(=O)CCS(=O)(=O)Cc2ccccc2)s1
 : ?	14.6µM*	-9.0%
O=C(COC(=O)c1cccnc1)NC1CCCc2ccccc21 (centres undefined)
 : 21.8%	-22.0%	-1.9%
CC[n+]1ccc2cc(OC)c(OC)cc2c1Cc1ccc(OC)c(OC)c1
 : ?	?	?
COc1ccc(-c2cc(C(F)(F)F)nc(NCc3ccc(Cl)cc3)n2)cc1
 : ?	?	-10.4%
Cn1c(=O)cc(OCCCC(=O)NCc2ccccn2)c2ccccc21
 : -13.4%	0.0%	9.0%
CCOC(=O)c1sc2ccc(S(=O)(=O)N3CC(C)CC(C)C3)cc2c1N (centres undefined)
 : ?	13µM*	0.2%
CCOC(=O)N1CCN(C(=O)c2ccc(OC)cc2)CC1
 : 0.3%	-18.2%	-1.0%
Cc1ccc(Cc2nc3ccccc3nc2SCC(=O)N2CCN(c3ccccc3F)CC2)cc1
 : ?	?	-19.0%
COC(=O)c1ccccc1-n1c(CCC(=O)O)ccc1-c1ccccc1
 : -1.8%&-15.2%	-11.6%&-3.2%	-0.7%&13.1%
CN(C)c1nnnn1Cc1ccccc1
 : 13.3%	-0.7%	-4.5%

The list is partial (hit frequency here may not be typical).
